High-throughput results: PubChem BioAssay, Sanford-Burnham Center for Chemical Genomics
ATG4B inhibitor = ATG4B protease inhibitors, primary screen, biochemical, fluorescence, uHTS; Cysteine protease ATG4B (Homo sapiens), Q9Y4P1; ATG4B cleavage of LC3-PLA2, NBD-HPC fluorescence, 1 h; inhibition, % at 8.33 µM; actives 0.51% (n = 340,000); AID 504462, 2011; in the data active = inhibition above about 40%
Target sequence (Q9Y4P1 whole entry, looked up): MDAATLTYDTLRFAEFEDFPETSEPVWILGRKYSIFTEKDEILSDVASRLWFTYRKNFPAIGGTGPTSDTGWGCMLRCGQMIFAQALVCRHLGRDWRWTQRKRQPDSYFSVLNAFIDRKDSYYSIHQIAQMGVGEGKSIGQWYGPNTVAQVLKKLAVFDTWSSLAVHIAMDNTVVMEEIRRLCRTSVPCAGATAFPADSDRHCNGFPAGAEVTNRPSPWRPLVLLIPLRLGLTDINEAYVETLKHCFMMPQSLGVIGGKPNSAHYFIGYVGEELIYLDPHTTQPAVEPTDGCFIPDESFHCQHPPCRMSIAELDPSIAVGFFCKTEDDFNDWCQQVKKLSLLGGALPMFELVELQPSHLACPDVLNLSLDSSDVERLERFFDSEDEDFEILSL
APJ antag = antagonists of human apelin receptor APJ, primary screen, CHO-K1 cells, beta-arrestin complementation, luminescence. P35414. inhibition, % at 20 µM. actives 0.32% (n = 330,000);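 active = inhibition above about 40% at 20 µM, limit read from the data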;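 also: cells challenged with 10 nM apelin-13 agonist together with compound; plate controls were apelin-13 plus DMSO wells for no effect and DMSO wells lacking apelin-13 for full effect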
Target sequence (P35414 whole entry, looked up): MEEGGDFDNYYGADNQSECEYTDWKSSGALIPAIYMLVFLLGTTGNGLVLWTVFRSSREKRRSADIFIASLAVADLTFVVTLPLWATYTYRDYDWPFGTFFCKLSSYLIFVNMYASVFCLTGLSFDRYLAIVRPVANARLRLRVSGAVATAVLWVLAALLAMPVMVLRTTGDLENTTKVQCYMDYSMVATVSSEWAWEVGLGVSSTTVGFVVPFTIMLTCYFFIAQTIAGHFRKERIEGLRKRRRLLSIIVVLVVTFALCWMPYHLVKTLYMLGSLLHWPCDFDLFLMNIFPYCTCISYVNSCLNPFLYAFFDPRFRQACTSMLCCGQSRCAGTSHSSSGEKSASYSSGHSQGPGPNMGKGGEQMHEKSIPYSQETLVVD
UBC13 polyUb = UBC13 polyubiquitin chain formation inhibitors, primary screen, biochemical, TR-FRET, uHTS; Ubiquitin-conjugating enzyme E2 N (Homo sapiens), P61088; AID 485273, 2010; actives 0.47% (n = 330,000); inhibition, % at 20 µM; in the data active = inhibition above about 45%, passing the limit was not always enough
Target sequence (P61088 whole entry, looked up): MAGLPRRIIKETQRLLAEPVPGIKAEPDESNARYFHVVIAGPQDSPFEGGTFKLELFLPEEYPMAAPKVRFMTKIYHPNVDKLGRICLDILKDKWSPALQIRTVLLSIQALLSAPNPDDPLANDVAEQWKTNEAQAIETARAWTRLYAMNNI
CCR6 antagonist = CCR6 receptor antagonists, primary screen, cell-based, CHO-K1, luminescence, beta-arrestin, uHTS. inhibition, % at 20 µM. CHO-K1 CCR6 PathHunter beta-arrestin, CCL20-stimulated. AID 493098, 2011. actives 0.49% (n = 340,000);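 active = compounds whose inhibition of the agonist-driven luminescence signal at 20 µM reaches about 50%, limit read from the data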;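 also: cells stimulated with CCL20 at 14 nM final; plate controls were DMSO with CCL20 for no effect and DMSO without agonist for full effect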
APJ agonist = agonists of human apelin receptor APJ, primary screen, CHO-K1 cells, PathHunter beta-arrestin, luminescence; actives 0.11% (n = 330,000); AID 2520, 2010; 0% DMSO wells, 100% apelin; activation, % at 20 µM;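 active = activation more than six SD over the plate average, tested at 20 µM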;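 also: 0% = DMSO alone and 100% = apelin-13 at 10 nM; some results filed as inactive read as strong as hits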
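Test system: CHO-K1 APJ beta-arrestin complementation cell line | Compound: Single test compound dose, 20 µM final, 1% DMSO | Incubation: Compound 90 min 25 °C, reagent 1 h | Measured by: beta-gal luminescence | Read-out basis: APJ–arrestin association signal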
CXCR6 block = CXCR6 receptor inhibitors, primary screen, cell-based, beta-arrestin, luminescence, CHO-K1 PathHunter, 1536-well | C-X-C chemokine receptor type 6 (Homo sapiens), O00574 | inhibition, % at 20 µM | actives 0.36% (n = 360,000); in the data active = inhibition above about 34%, passing the limit was not always enough;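 also: antagonist mode with CXCL16 agonist at 10 nM final; 0% = 10 nM CXCL16 with DMSO and 100% = unstimulated wells without agonist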
EBI2 block = EBI2 receptor antagonists, beta-arrestin recruitment, primary screen, cell-based, luminescence, 7a,25-OHC stimulation, uHTS | actives 0.81% (n = 360,000) | G-protein coupled receptor 183 (Homo sapiens), P32249 | inhibition, % at 5 µM | 7a,25-OHC stimulated | AID 651636, 2012; in the data active = inhibition above about 38%;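 also: enzyme fragment complementation signal reports receptor beta-arrestin coupling in cells; 0% = agonist plus DMSO wells and 100% = wells without agonist; some results beyond the cut were filed as inactive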
Gli-Sufu antag = Gli-Sufu pathway antagonists, primary screen, luciferase luminescence, Sufu-KO-LIGHT cells, uHTS. Sufu-KO-LIGHT fibroblasts, Gli luciferase reporter luminescence. inhibition, % at 5 µM. actives 0.74% (n = 340,000);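 active = inhibition above about 55%, limit read from the data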;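 also: 0% = DMSO-treated cells and 100% = wells with medium but no cells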
Starred values were filed as active, the others as inactive; nt = no result given.

SMILES	ATG4B inhibitor	APJ antag	UBC13 polyUb	CCR6 antagonist	APJ agonist	CXCR6 block	EBI2 block	Gli-Sufu antag
CCN(CC)c1c([N+](=O)[O-])c(=O)sc2ccccc12	0.3	0.4	-3.7	-3.1	-3.3	2.8	-5.3	2.7
N#C/C(=C/c1cc(Br)cs1)C(=O)NCC1CCCO1 (configuration not stated)	4.3	-14.4	-3.4	-8.6	3.1	1.5	-4.2	3.1
O=Cc1ccc(C(=O)O)cc1	2.0	8.6	0.0	1.4	-0.6	-6.6	3.6	-7.4
COCCNC(=O)C(c1cccnc1)N(Cc1ccc(C)cc1)C(=O)Cn1nnc2ccccc21 (configuration not stated)	-8.1	2.9	0.9	5.4	-3.2	5.5	-2.2	2.0
CC1(C)NC(=O)N(CC(=O)OCC(=O)N2CCN(S(=O)(=O)c3ccccc3)CC2)C1=O	4.3	14.4	-5.3	8.2	-5.6	-11.7	2.3	-0.4
C=CCOc1ccc(C2NC(=S)NC(c3ccccc3)=C2C(C)=O)cc1OC (configuration not stated)	1.8	6.3	-6.0	1.2	0.4	10.3	-7.9	14.2
Cn1cc(C(=O)N/N=C/C(Br)=C/c2ccccc2)ccc1=O	-3.5	11.6	-17.6	1.5	-1.6	-3.7	7.1	7.7
COc1ccc(C)cc1NC(=O)C(=O)N1CCCC1	-11.1	1.4	-1.7	1.1	0.4	-2.2	-3.2	3.4
CC[C@]1(C(=O)OC)[C@H]2C(=O)N(Cc3ccccc3)C(=O)[C@H]2[C@H]2CN=C(SCc3ccc(C)cc3)N21	0.1	nt	nt	16.2	nt	-3.4	-0.3	-8.1
CCC(C)NC(=O)C1CN(S(=O)(=O)c2ccccc2)CCN1S(=O)(=O)c1ccccc1 (configuration not stated)	-7.5	17.1	6.6	8.1	-0.4	-4.0	5.3	10.7
COCCC(=O)N1CCC(Oc2ccc(C(=O)N(C)C3CCCCC3)cc2)CC1	-2.1	7.7	-2.1	11.4	-0.2	4.3	-11.9	8.4
Cc1ccc(C(=O)NC(=S)NCc2cccnc2)cc1	-8.1	10.2	-0.6	8.2	-2.2	-1.8	10.5	-53.0
COCCCNC(=O)c1ccc(Cn2c(=O)c3ccccc3n(Cc3ccc(C)cc3)c2=O)cc1	-11.7	-4.6	15.5	10.8	-4.9	-7.1	23.6	-3.6
CC(C)CN1C(=O)/C(=C/c2ccco2)NC1=S	2.1	-3.9	-14.3	23.9	-0.9	5.5	-4.1	8.6
CN(C)c1cc[n+](CCC(=O)Nc2cccc([N+](=O)[O-])c2N)cc1	1.3	-10.3	-31.4	2.5	0.1	6.0	-11.5	1.6
O=C(CCn1ccc([N+](=O)[O-])n1)NC1CCCCCC1	-4.0	24.2	-8.3	8.8	-0.5	6.3	-4.5	0.1
Nc1ccc(C(=O)N2N=C(c3ccc(F)cc3)CC2(O)C(F)(F)F)cc1 (configuration not stated)	2.0	-2.2	25.1	13.3	-4.8	12.4	-3.2	2.4
Cc1ccnc(NS(=O)(=O)c2ccc(NC(=O)Cc3ccc(F)cc3)cc2)n1	-3.5	13.4	-0.3	4.4	-3.2	4.0	-5.7	6.2
CC1(C)CC1C(=O)Nc1ccc([N+](=O)[O-])cc1Br (configuration not stated)	-2.9	7.1	-10.9	11.7	1.6	-1.6	-14.7	1.3
CC1CN(C(=S)NC(=O)C2CCCCC2)CC(C)O1 (configuration not stated)	-5.7	-6.3	4.0	6.8	-0.3	-4.6	-13.2	-2.1
N#CC(c1cccc(Cl)c1)c1ccc2c(C(F)(F)F)cc(C(F)(F)F)nc2n1 (configuration not stated)	5.1	45.6*	-61.9	49.8	-10.2	35.3	-35.3	88.4*
COc1ccc(C2=NN(C(N)=S)C(c3ccccc3)C2)cc1 (configuration not stated)	-3.9	-4.2	-1.8	27.8	-2.0	7.5	16.6	-13.7
O=C(COc1ccc(S(=O)(=O)N2CCCC2)cc1[N+](=O)[O-])N1CCCC1	-4.7	-5.9	2.6	-2.0	-4.7	0.5	-3.8	-0.5
O=C(NCc1ccccn1)C1CCN(S(=O)(=O)c2ccc(Br)cc2)CC1	3.3	1.6	-1.5	-9.3	2.4	3.7	0.4	5.0
CC(C)c1cccc(C2=CC(=O)C[C@H](c3ccc(F)cc3)C2)c1	-0.7	0.8	8.5	19.9	-5.3	2.2	18.1	-1.8
(list continues)
SMILES	ATG4B inhibitor	APJ antag	UBC13 polyUb	CCR6 antagonist	APJ agonist	CXCR6 block	EBI2 block	Gli-Sufu antag
COc1cc(NC(=O)c2c(F)c(F)c(F)c(F)c2F)c(OC)cc1Cl	1.6	-14.1	-5.0	-12.9	-0.3	-11.3	9.1	4.3
Cc1c(C(=O)N2CCN(Cc3ccccc3)CC2)oc2c1C(=O)CC(C)(C)C2	-0.5	8.2	-4.9	9.8	0.8	-2.8	0.2	51.6
COc1ccc(NC(=O)c2ccc(Cn3cc(Cl)cn3)cc2)cc1	-0.6	-6.8	15.0	5.2	-4.7	-1.5	31.9	-0.8
CCOc1ccc(C(=O)COC(=O)CC)cc1	1.2	6.3	3.6	-0.7	-1.0	-11.3	-10.0	-0.9
Cc1cc(C(F)(F)F)c2sc(N)nc2n1	-0.2	3.4	1.1	-8.6	-1.6	-11.1	1.7	4.3
CCOC(=O)C1CCN(Cc2oc(CO)cc(=O)c2O)CC1	5.8	3.1	-1.7	1.4	-3.1	-6.4	-4.0	18.3
CC1CCN(CC(O)COCCC23CC4CC(CC(C4)C2)C3)CC1 (configuration not stated)	-0.3	-2.5	9.0	1.1	2.9	-5.6	-9.9	6.1
CCOc1ccc(C2Nc3ccc4ccccc4c3-c3c2c(=O)oc2ccccc32)cc1 (configuration not stated)	-10.3	4.7	-1.2	-4.1	0.1	-5.7	9.0	2.2
COc1ccc(S(=O)(=O)N(C)C)cc1NC(=O)CSc1ncccn1	-1.0	3.6	8.5	0.8	-3.5	-3.0	7.0	1.9
O=C(Nc1ccc(N2C(=O)CCC2=O)cc1Cl)c1cccs1	6.9	0.1	-12.4	0.4	-1.2	14.5	-3.7	23.5
CC(C)NC(=O)[C@@H]1C[C@@]1(C)[C@@H](NC(=O)OCc1ccccc1)c1ccccc1	-12.8	17.6	5.4	8.7	-8.2	7.1	9.0	-5.7
O=C(CNC(=O)c1ccccc1F)Nc1ccc2c(c1)CCC2	2.9	-3.0	0.5	3.9	-4.3	-1.8	-8.6	-34.8
CCOc1ccc(CC(=O)NCc2cn3c(C)csc3n2)cc1	-11.1	2.1	-1.1	7.5	-2.7	0.8	-6.2	2.0
CC1=NC(C)(C)CC2CCC(O)C12 (configuration not stated)	-12.9	nt	nt	4.8	nt	3.5	-5.1	12.3
COC(=O)N1C(=O)[C@](c2ccccc2)(C2CCCCC2)N1C(=O)OC	-3.2	19.5	9.2	13.8	-3.7	1.1	-2.4	6.8
CC1CC(=O)N(c2ccc(NCc3ccc(Cl)cc3)c([N+](=O)[O-])c2)C1=O (configuration not stated)	-5.0	21.8	-14.9	19.9	-1.8	-1.4	-8.4	4.2
COc1cc(OC)c2c(C)cc(=O)oc2c1	-2.7	-3.2	2.8	5.1	0.5	-2.9	4.6	-6.2
COc1ccc(-c2oc3ncnc(NCCN4CCOCC4)c3c2-c2ccc(OC)cc2)cc1	-30.6	-3.3	35.0	4.4	-1.6	3.8	28.9	16.4
COc1cccc(NC(=O)COC(=O)C2=NN(c3ccccc3)C(=O)CC2)c1	-7.1	11.7	-8.9	1.3	-2.3	-0.7	-4.0	-1.1
CC1=C(C(=O)OCc2ccccc2)C(c2ccc(-c3ccccc3)cc2)NC(=O)N1CCCCCC(=O)O (configuration not stated)	5.9	7.0	-21.2	2.7	-5.4	5.7	-3.0	-3.4
Cc1ccc(OCCC(=O)Nc2ccc3c(c2)OCO3)cc1	-2.4	-54.8	-6.8	12.7	-3.0	4.4	-1.3	-9.5
O=C1CN(C(=O)COc2ccc([N+](=O)[O-])cc2Cl)c2ccccc2N1	-53.3	-4.5	4.6	-0.7	0.3	-3.9	-6.2	-13.1
Cc1cccc(NC(=O)c2ccc(NC(=O)CC3SC(N4CCCC4)=NC3=O)cc2)n1 (configuration not stated)	11.2	5.4	-8.0	-6.0	6.1	-1.8	-2.6	-16.1
Cc1cc(C(=O)OCC(=O)N2CC(=O)Nc3ccccc32)no1	-5.3	-4.4	-5.4	-22.8	-3.5	1.3	1.0	0.9
c1csc(-c2nn3c(Cn4nnc5ccccc54)nnc3s2)c1	-3.4	13.1	-7.9	-4.3	-2.3	1.4	6.1	0.2

Full records, quoted from the list. Screens in order: ATG4B inhibitor	APJ antag	UBC13 polyUb	CCR6 antagonist	APJ agonist	CXCR6 block	EBI2 block	Gli-Sufu antag
Cc1ccc(C(=O)NC(=S)NCc2cccnc2)cc1 is entered as -8.1	10.2	-0.6	8.2	-2.2	-1.8	10.5	-53.0
N#CC(c1cccc(Cl)c1)c1ccc2c(C(F)(F)F)cc(C(F)(F)F)nc2n1 (configuration not stated) is entered as 5.1	45.6*	-61.9	49.8	-10.2	35.3	-35.3	88.4*
O=C(CCn1ccc([N+](=O)[O-])n1)NC1CCCCCC1 is entered as -4.0	24.2	-8.3	8.8	-0.5	6.3	-4.5	0.1
CC1(C)NC(=O)N(CC(=O)OCC(=O)N2CCN(S(=O)(=O)c3ccccc3)CC2)C1=O is entered as 4.3	14.4	-5.3	8.2	-5.6	-11.7	2.3	-0.4

(next part)
SMILES	ATG4B inhibitor	APJ antag	UBC13 polyUb	CCR6 antagonist	APJ agonist	CXCR6 block	EBI2 block	Gli-Sufu antag
O=C(N=C1SC2CS(=O)(=O)CC2N1c1ccc(F)cc1F)C1CC1 (configuration not stated)	-0.4	-9.2	2.1	-1.6	-6.8	1.9	-3.5	48.7
N#Cc1ccc(N2CCN(C(=O)c3cccs3)CC2)c(F)c1	-9.7	-1.8	-13.9	2.5	3.8	-15.1	7.7	25.4
CCCN(CC(=O)Nc1cc(Cl)ccc1Cl)C(=O)CN1C(=O)C2CCCCC2C1=O (configuration not stated)	2.5	9.5	2.4	10.5	-3.3	3.6	-8.7	-3.0
Cc1nc(Nc2ccc(C(=O)O)cc2)sc1-c1ccccc1	-0.1	-3.2	-1.8	-4.3	-4.3	-0.7	-1.4	-60.2
CC(=O)c1ccc(NC(=O)c2ccc(N3CCCC3=O)cc2)cc1	-4.5	18.4	4.6	5.2	-2.9	1.4	-1.7	-5.1
O=C(OC(C(=O)NCc1cccs1)c1ccc(F)cc1)c1ccco1 (configuration not stated)	-6.9	3.2	-11.2	8.6	4.9	-4.7	2.7	-9.0
CCOc1ccc(/C=N/n2nnnc2N)cc1O	-5.6	6.5	2.4	-1.3	-2.7	-1.4	-5.5	6.9
NC(=O)c1ccsc1NC(=O)c1nc(-c2ccccc2)n(-c2ccccc2)n1	-23.5	1.1	8.9	4.9	-0.4	4.3	-6.0	4.5
O=C(C1CC(=O)N(c2ccccc2F)C1)N1CCOCC1 (configuration not stated)	3.3	-5.0	-10.8	8.3	-2.9	3.6	-1.5	7.7
CNc1c(NS(=O)(=O)c2cc(NC(C)=O)ccc2C)c(=O)oc2ccccc12	3.9	13.3	0.2	-1.8	-2.2	2.5	4.0	-1.8
COCCn1c(C)cc(C(=O)CSc2ccc3ccccc3n2)c1C	-17.9	-1.7	11.6	10.2	0.9	4.6	20.0	-2.6
C/C(=N\NC(=O)c1nonc1N)c1cccs1	8.7	3.2	-9.7	7.4	-0.6	-2.6	-18.2	-4.8
COC(=O)c1ccc[n+](CCc2c[nH]c3ccccc23)c1	-21.2	21.3	2.6	10.9	-5.2	4.0	2.3	13.8
